Compound activity as filed in PubChem BioAssay.
Insulin prom inh = TRM-6 insulin promoter activity inhibition. TRM-6 cells (human fetal islet line), insulin promoter-eGFP reporter, imaging; reporter expression induced with tamoxifen. 130,000 tested, 0.9% active. AID 1273. inhibition, % at 2 µM;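 active means inhibition above the mean plus 3 SD, with well images judged a real hit on visual review, cut at about 60% in these data, passing the limit was not always enough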
SDO1 yeast rescue = compounds rescuing growth of sdo1-depleted yeast, bone marrow failure model; 140,000 tested, 0.21% active; S. cerevisiae sdo1-depleted JHY4D growth rescue, OD600 30 h; stronger effect = higher value; pdr5 snq2 efflux-pump mutant strain; AID 817; z-score at 10 µM;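 active means z-score above 3 at both the 24 hr and the 30 hr optical density reads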;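 further: z-score against mean and SD of all compound wells on the same plate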
SDO1 yeast rescue Rescue 24 h = further read-out of SDO1 yeast rescue, marked with its call; z-score; S. cerevisiae sdo1-depleted JHY4D growth rescue, OD600; measured here: growth rescue at 24 h;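 0 is the plate mean of compound wells and units are plate SD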
Starred values were filed as active, the others as inactive; i = inactive; / = no result given. The list is partial; count on the stated rates, not on these rows.

SMILES,Insulin prom inh,SDO1 yeast rescue,SDO1 yeast rescue Rescue 24 h
CCOC(=O)C1CCCN(S(=O)(=O)c2ccc(OC)c3ccccc23)C1 (stereo not given),-68,-0.42,-0.14
O=C(COC(=O)C1CCN(S(=O)(=O)c2cc([N+](=O)[O-])ccc2Cl)CC1)Nc1ncc(Cl)cc1Cl,-22,-0.9,-1.2
Nn1cnnc1SC1CCCCC1NS(=O)(=O)c1ccccc1 (stereo not given),-55,0.6,0.6
CCn1c(-c2cc(-c3ccc(OC(C)C)cc3)nc3ccccc23)n[nH]c1=S,20,-1.5,-0.79
COc1cc2ncnc(NCc3ccccc3)c2cc1OC,3,0.85,0.12
O=C(CN1CCN(S(=O)(=O)c2ccccc2)CC1)Nc1cccc(C(F)(F)F)c1,/,-0.36,-0.57
COc1ccc(CN2CCN(S(=O)(=O)c3ccccc3)CC2)c(OC)c1,/,-0.91,-0.89
COc1cc(/C=C\C(=O)NCc2ccc3c(c2)cc(C)n3C)cc(OC)c1OC,-7,0.43,0.64
COC(=O)C1=C(C(=O)OC)C(c2ccc(OC)c(OC)c2)c2sc(=O)[nH]c2S1 (stereo not given),36,/,/
COCCSc1ccccc1C(=O)Nc1ccncc1,-190,-0.1,-0.38
Cc1cc2c(c(=O)n1CCc1ccccc1)C(C(C)C)C(C#N)=C(N)O2 (stereo not given),/,-0.4,0.63
Cc1cccc(-c2nnc3n2N=C(c2ccccc2)CS3)c1,/,-2.4,-1.8
COc1ccc(S(=O)(=O)N2CCc3ccccc32)cc1C(=O)NCCc1ccccn1,43,/,/
CC(=O)Nc1ccc(NC2=C(Cl)C(=O)c3ccccc3C2=O)cc1,43,/,/
CCOC(=O)c1cnn(-c2ccccc2)c1-n1cccc1C(=O)C(=O)Nc1ccc(F)cc1,-7,-0.76,-0.41
CCn1c(CCc2nc3ccccc3[nH]2)n[nH]c1=S,11,/,/
CCOCC(=O)Nc1cc(-c2cn3cccnc3n2)ccc1C,55,-0.11,-0.11
Cc1cc(C(=O)CSc2n[nH]c(N)n2)c(C)n1-c1ccc(F)cc1,-469,0.16,-0.2
COc1cc2c(cc1NS(=O)(=O)N1CCCCC1)oc1ccccc12,-21,-2.4,-1.9
Cc1cc(C(=O)CSc2nnc(-c3cccnc3)n2-c2ccccc2F)c(C)n1CC1CCCO1 (stereo not given),-91,-0.24,-0.67
Cc1ccc(-n2c(O)cnc2Nc2nc(C)cc(C)n2)cc1,/,1.5,0.81
O=C(Nc1nc(-c2cccs2)cs1)C1=COCCO1,/,-0.03,-0.57
CCN1C(=O)c2cccc3c(S(=O)(=O)N(C(=O)c4ccncc4)c4ccc(OC)cc4)ccc1c23,3,-1.3,0.45
COCCn1c(SCC(=O)Nc2ccc3c(c2)OCCO3)nc2c(c1=O)SC(C)C2 (stereo not given),-57,0.8,1.1
NC(=S)N/N=C/c1ccc(-c2cccc([N+](=O)[O-])c2)o1,/,-0.51,-0.72
CCC(CC)C(=O)N(CCc1ccc(OC)cc1)Cc1nc2ccccc2c(=O)[nH]1,-45,-0.29,-0.47
CC(C)OC(=O)CSc1nc(-c2ccc(F)cc2)nc2ccc(F)cc12,12,-1,-0.23
COc1ccccc1C1/C(=C(/O)c2ccccc2)C(=O)C(=O)N1CCO (stereo not given),-33,0.11,0.53
CC(NC(=O)c1ccccc1NC(=O)c1ccccc1)C(=O)N1CCOCC1 (stereo not given),-62,-0.28,-0.32
Cc1cc(C)c(S(=O)(=O)N2CCN=C2c2ccccc2)c(C)c1,19,-0.87,-1.1

Next part:
SMILES,Insulin prom inh,SDO1 yeast rescue,SDO1 yeast rescue Rescue 24 h
Fc1ccc(N2CCN(c3ccc4c(C(F)(F)F)cc(C(F)(F)F)nc4n3)CC2)cc1,50,-1.2,-0.69
CC(/C=N\NC(=O)Cn1c(C)nc2ccccc21)=C\c1ccccc1,-13,-1.6,-0.03
O=C(Cc1ccc(Cl)cc1)NCC(=O)N1CCCC1,53,-0.13,-0.74
O=C(NC(=S)Nc1ccccc1)c1ccc(-c2ccccc2)cc1,25,-1.4,-0.5
CCN(CC)S(=O)(=O)c1ccc(NC(=O)CSc2nnc(-c3cccc(OC)c3)n2C)cc1,34,1,1.4
O=C(NCC(=O)N(CCN1CCOCC1)C(C(=O)NC1CCCC1)c1cccnc1)c1cccs1 (stereo not given),7,0.53,-0.93
COc1cc(C(=O)Nc2cc(C)c(OCC(=O)N3CCOCC3)c(C)c2)cc(OC)c1OC,6,0.81,0.43
COc1ccc2nc(C(C)O)[nH]c2c1 (stereo not given),3,1.2,0.97
Cc1c(Br)c(C(F)(F)F)nn1CC(=O)NCC1CCCO1 (stereo not given),/,0.25,-0.97
C=CCSC1=C(C#N)C(c2ccccc2Cl)C(C(=O)c2cccs2)C(O)(C(F)(F)F)N1 (stereo not given),-17,-1.2,-0.89
CCN1CCN(C(c2cccs2)C(C)NC(=O)c2ccccc2OC)CC1 (stereo not given),40,-0.14,-1.2
CCC(O)c1cc2c(cc1NC(=O)c1cccs1)OCCO2 (stereo not given),14,0.79,1.3
COc1ccc(OC)c(NC=C2C(=O)OC3(CCCCC3)OC2=O)c1,20,-0.79,-1.1
COc1ccc(C(=O)Nc2nc3ccccc3s2)cc1OC,21,/,/
CC(C)C1C(=O)NC(=S)N1S(=O)(=O)c1ccc(C(C)(C)C)cc1 (stereo not given),-19,-0.96,-0.05
NS(=O)(=O)c1ccc(NC(=O)CSC2CCCCC2)cc1,/,-0.49,-0.54
C=CCN1C(=O)NC2(CCCCC2)C1=O,/,-0.55,-0.89
CCS(=O)(=O)N1Cc2ccccc2CC1C(=O)Nc1nnc(SCc2ccc(C#N)cc2)s1 (stereo not given),19,0.3,1.1
CCOC(=O)CCC(NC(=O)c1ccc(NCN2C(=O)c3ccccc3C2=O)cc1)C(=O)OCC (stereo not given),-58,0.03,-0.63
Cc1cccc(C)c1NC(=O)CSc1nnc(-c2ccccc2)n1Cc1ccc2c(c1)OCO2,-47,-0.66,-0.34
COc1ccc(NC(=O)CC2C(=O)N(c3ccc(OC)cc3)C(=O)N2CCc2cccs2)cc1 (stereo not given),-6,-0.49,-0.88
N#Cc1c(Sc2ncc(C(F)(F)F)cc2Cl)nsc1C/C=N\OCc1c(F)cccc1Cl,i,-0.58,-0.89
O=C(O)CCc1ncc(C(F)(F)F)cc1Cl,-7,0.92,0.72
CC(=O)N(C(C)=O)c1c(C#N)c(C)n(-c2ccccc2)c1C(=O)c1ccccc1,16,-0.3,-0.73
COc1ccc(C(C)=O)cc1COC(=O)c1ccc2ccccc2n1,17,/,/
Cc1cc(-c2ccccc2)nc(Oc2ccc(C(C)(C)C)cc2)c1S(C)(=O)=O,35,-1.4,-0.31
CCC(C)NC(=O)N[C@@H](CCSC)C(=O)OC (stereo not given in full),-392,0.72,0.6
Fc1ccc(N=c2ssnc2Cl)c(F)c1,-25,/,/
Cc1ccc(/C=N/NC(=O)CSc2nc3ccccc3o2)cc1,-73,-0.67,-1.5
O=C(COCc1nc2ccccc2c(=O)[nH]1)NC1CCCC1,-50,0.16,-0.34

Whole records as entered above. Screens in order: Insulin prom inh	SDO1 yeast rescue	SDO1 yeast rescue Rescue 24 h
CCOC(=O)CCC(NC(=O)c1ccc(NCN2C(=O)c3ccccc3C2=O)cc1)C(=O)OCC (stereo not given) is entered as -58	0.03	-0.63
COc1cc(C(=O)Nc2cc(C)c(OCC(=O)N3CCOCC3)c(C)c2)cc(OC)c1OC is entered as 6	0.81	0.43

The listing continues:
SMILES,Insulin prom inh,SDO1 yeast rescue,SDO1 yeast rescue Rescue 24 h
Cc1nnc(SCC(=O)c2cc(C)n(-c3ccc4c(c3)OCO4)c2C)s1,/,-1.5,0.05
Cc1c(C(=O)NCCCN2CCOCC2)sc2nc(-c3ccccc3)cn12,/,-0.13,-0.4
Cc1ccsc1/C=N/NC(=O)CNC(=O)c1ccc(S(=O)(=O)N2CCOCC2)cc1,0,/,/
CS(=O)(=O)N1CCC(C(=O)Nc2ccc(OCc3ccccc3)cc2)CC1,71*,-0.06,1
CO/N=C/C(C#N)=C/c1cc(C(=O)c2ccccc2)cn1C,9,/,/
COC(=O)C1C(O)=CC(=O)CC1C (stereo not given),-18,0.62,1
Cc1ccc(CS(=O)(=O)CCC(=O)NCCCOC(C)C)cc1,-3,0.34,0
O=C(O)c1cc(=O)c2c(OCC(O)COc3cccc4oc(C(=O)O)cc(=O)c34)cccc2o1,-43,1.3,0.83
COc1cc(OC)cc(-c2cc3nc(C)c(CCC(=O)O)c(=O)n3[nH]2)c1,/,0.58,-0.3
Cc1ccc2cc(CN(CCN3CCOCC3)C(=O)NCc3ccccc3)c(=O)[nH]c2c1C,-82,-0.02,0.17
CN(C)CCCOc1nc2c(c(=O)n(C)c(=O)n2C)n1C,62,1.2,1.4
Cc1nn(C)c(C)c1S(=O)(=O)N(CC(=O)N1CCc2ccccc21)c1ccc(C(C)C)cc1,/,-1.1,-0.99
COC(=O)CC(=O)CSc1nc2c(cc1C#N)CCC2,44,2.4,3.3
CCCC(=O)Nc1ccc(C(=O)N/N=C/c2ccc[nH]2)cc1,17,0.02,-0.35
CCOC(=O)c1cnc2c(C)c(Cl)ccc2c1Nc1ccc(S(=O)(=O)Nc2ncccn2)cc1,11,-0.6,-0.6
O=S1(=O)CC(N2CCCCC2)C(N2CCCCC2)C1 (stereo not given),/,0.87,0.73
CCc1nnc(NC(=O)CSc2nnnn2C)s1,-52,0.62,0.13
O=C(Nc1ccc(OC(=O)c2ccncc2)cc1)c1ccncc1,-9,0.81,-0.57
CCn1c(C(C)NC(C)=O)nc2ccccc21 (stereo not given),/,1.9,1.8
Cc1ccc(Cl)cc1NC(=O)CSC(N)=O,28,-2.7,-2
O=C(O)CC1SC(=Nc2ccc(O)cc2)NC1=O (stereo not given),17,/,/
COc1ccc(Cn2nnnc2CN2CCCCCC2)cc1,-21,/,/
O=C(CSc1nnc(CNC(=O)c2cccs2)o1)NC1CCCCC1,10,0.07,-0.36
CCOCCc1nnc(NC(=O)Cc2ccccc2)s1,0,0.23,-0.23
O=C(NCc1ccco1)C(c1ccc(F)cc1)N(Cc1cccnc1)C(=O)Cn1nnc2ccccc21 (stereo not given),/,-0.06,-0.24
CCOC(=O)c1ccc(CNC(=O)C(Cc2c[nH]c3ccccc23)NC(C)=O)o1 (stereo not given),14,-0.03,-0.56
CCCCNC(=O)C1CCCN1C(=O)Nc1ccccc1 (stereo not given),-88,1.1,0.68
Cc1ccc(-n2c(Cc3cccn3C)nnc2SCC(=O)NC2CCCCC2)cc1,/,0.52,0.18
COc1ccc(-n2c(=O)c3ccccc3n(Cc3ccc(F)cc3)c2=O)cc1OC,36,-0.54,-0.06
Cc1ccc(-n2nc3c(=O)n(CC(=O)c4ccc(F)cc4)nc(C)c3c2C)cc1,21,-0.61,-0.34

Printed as active in Insulin prom inh, of those listed so far:
SMILES,Insulin prom inh,SDO1 yeast rescue,SDO1 yeast rescue Rescue 24 h
CS(=O)(=O)N1CCC(C(=O)Nc2ccc(OCc3ccccc3)cc2)CC1,71*,-0.06,1

Continued:
SMILES,Insulin prom inh,SDO1 yeast rescue,SDO1 yeast rescue Rescue 24 h
COc1ccccc1C(=O)NC(=S)N1CCCc2ccccc21,-17,-1.2,-1.1
CC(=O)Cc1nsc(NC(=O)C2Cc3ccccc3C(=O)O2)n1 (stereo not given),/,-0.29,-0.57
Cc1ccc(-n2c(SCC(=O)Nc3cc(C)on3)nc3ccccc3c2=O)cc1,5,-0.01,0.2
Cc1ccccc1-c1nc(SCc2cccnc2)c2c(=O)n(C)c(=O)n(C)c2n1,27,/,/
COc1ccc(Cn2nnc3c(=O)[nH]c(C(=O)NCCc4ccc(F)cc4)nc32)cc1OC,90*,0.96,0.52
COc1ccc(CCN2C(=O)c3cccc4cccc(c34)C2=O)cc1OC,-8,1.2,3.2
COc1cc(NC(=O)c2ccc(Br)o2)ccc1NC(=O)C(C)C,-7,1.2,1.4
CCOC(=O)/C(C#N)=C/c1cn(CCOc2ccccc2)c2ccccc12,-49,-0.58,0.19
Cc1ccccc1NC(=O)NC1(C(=O)NCCCN2CCOCC2)CCCCC1,-31,0.88,0.32

Quoted at random: four entries already listed.
SMILES,Insulin prom inh,SDO1 yeast rescue,SDO1 yeast rescue Rescue 24 h
Cc1ccccc1-c1nc(SCc2cccnc2)c2c(=O)n(C)c(=O)n(C)c2n1,27,/,/
COc1ccc(Cn2nnc3c(=O)[nH]c(C(=O)NCCc4ccc(F)cc4)nc32)cc1OC,90*,0.96,0.52
CCOC(=O)/C(C#N)=C/c1cn(CCOc2ccccc2)c2ccccc12,-49,-0.58,0.19
COc1ccccc1C(=O)NC(=S)N1CCCc2ccccc21,-17,-1.2,-1.1
